Assay outcomes (PubChem BioAssay)
ERp5 block: inhibitors of ERp5-driven insulin aggregation, primary screen, biochemical, turbidity, absorbance 650 nm, single point | 90 min | inhibition, % at 9.99 µM | hit rate 0.05% among 350,000 | AID 651711, 2012;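 active means mean replicate inhibition above about 25%, with every replicate also reaching it, limit read from the data, passing the limit was not always enough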
RAD52 anneal inh: RAD52 DNA annealing inhibitors, primary screen, biochemical, FRET, single point, set 2; recombinant RAD52 DNA annealing, FRET fluorescence; inhibition, % at 18.7 µM; hit rate 0.46% among 360,000;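 active means every replicate showing at least 50% inhibition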
Target sequence (P43351 whole entry, looked up): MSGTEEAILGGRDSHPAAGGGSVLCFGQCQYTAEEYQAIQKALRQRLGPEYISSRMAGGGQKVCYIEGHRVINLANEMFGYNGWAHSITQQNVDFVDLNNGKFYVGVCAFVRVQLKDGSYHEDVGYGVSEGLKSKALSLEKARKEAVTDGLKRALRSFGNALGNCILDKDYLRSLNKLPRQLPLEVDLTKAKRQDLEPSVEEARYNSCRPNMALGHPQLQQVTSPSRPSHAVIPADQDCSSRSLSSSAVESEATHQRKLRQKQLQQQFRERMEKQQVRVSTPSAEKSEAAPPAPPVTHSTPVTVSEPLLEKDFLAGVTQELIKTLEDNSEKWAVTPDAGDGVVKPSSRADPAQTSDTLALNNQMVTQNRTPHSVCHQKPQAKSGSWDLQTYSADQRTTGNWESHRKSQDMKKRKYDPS
esBAF inh: Bmi1 luciferase reporter increase in mESCs, primary screen, esBAF inhibitor project, mouse ES cells, Bmi1 luciferase knock-in, single point; 24 h; 100% = twice the neutral-well signal; hit rate 2% among 350,000; AID 602393, 2012; reporter increase, % at 12.5 µM; in the data active means activation above about 40%;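 further: 0% = median of the plate's neutral control wells and 100% = double that signal; a rise in the Bmi1 reporter signal indicates esBAF inhibition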
ARNT TACC3 PPI: disruptors of ARNT/TACC3 protein interaction, primary screen, biochemical, AlphaScreen, single concentration. Transforming acidic coiled-coil-containing protein 3 (Homo sapiens), Q9Y6A5. AlphaScreen His-ARNT PAS-B/GST-TACC3 binding, luminescence; TACC3 fragment carries E629A point mutation. inhibition, % at 9.99 µM. hit rate 0.66% among 390,000;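 active means mean inhibition of replicates at least 50% and at least half of replicates each reaching 50%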;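 further: 0% = complete ARNT plus TACC3 wells and 100% = ARNT alone without TACC3; many hits fall short of the cut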
E-sel inducer: E-selectin induction in HUVECs, primary screen, imaging, HUVEC, immunofluorescence imaging, single point. normalized: neutral wells 0, TNF-alpha wells 100. activation, % at 7.58 µM. hit rate 0.37% among 260,000;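 active means mean E-selectin-positive cell signal at least 10% of the positive control, reached in at least 60% of replicates, without over 20% cell loss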;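 further: in these data hits start at about 27%; measured in HUVEC primary endothelial cells; signal is the percent of cells scored E-selectin positive by PE staining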
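Read-out basis: % PE-positive cells; Test system: HUVEC primary endothelial cells; Technique: immunofluorescence imaging; Dosing: single-point compound dose.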
Casp6 inh: human caspase-6 inhibitors, primary screen, biochemical, VEID-R110 fluorescence, single point, set 2; purified caspase-6, Z-VEID-R110 cleavage fluorescence; inhibition, % at 12.5 µM; hit rate 0.53% among 350,000;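 active means mean inhibition across replicates at least about 35%, with every replicate also reaching that limit, limit read from the data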;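 further: 0% = median of neutral control wells and 100% = no fluorescence left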
PglD DTNB: C. jejuni PglD acetyltransferase inhibitors, primary screen, biochemical, DTNB colorimetric, single point. hit rate 0.098% among 360,000. UDP-N-acetylbacillosamine N-acetyltransferase PglD (Campylobacter jejuni). AID 602405, 2012. inhibition, % at 12.5 µM. purified PglD enzyme, DTNB colorimetric CoA detection; in the data active means inhibition above about 16%, passing the limit was not always enough; further: strong numbers were not always called active
RAD54 inh: inhibitors of human RAD54 branch migration, primary screen, biochemical, fluorescence, single point; DNA repair and recombination protein RAD54-like (Homo sapiens), Q92698; RAD54 Holliday junction branch migration, FAM/BHQ fluorescence; inhibition, % at 10.4 µM; hit rate 0.14% among 360,000; AID 602329, 2012;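 active means mean normalized replicate activity at least 40 and at least half of replicates scoring 40 or more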;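 further: 0% = median of neutral control wells and 100% = median of positive control wells; inhibitors cause a drop in the FAM fluorescence signal; in these data hits start at about 50%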
Numbers without * were called inactive; nt = not tested or not shown; & = joins results of further samples. The list is partial, so the mix of outcomes need not match the whole.

SMILES	ERp5 block	RAD52 anneal inh	esBAF inh	ARNT TACC3 PPI	E-sel inducer	Casp6 inh	PglD DTNB	RAD54 inh
COc1ccccc1N1C(=O)NC(=O)C(CCc2ccncc2)(CCc2ccncc2)C1=O	-10	-14	-2	-14	nt	-1	1	-3
O=c1[nH]c(=S)n(C2CCCCC2)c(O)c1/C=N/N1CCOCC1	1	-21	-8	10	15	-1	nt	nt
O=[N+]([O-])c1cccc2c([As](=O)(O)O)cccc12	-13	-12	-5	9	0.0	3	nt	3
CCOP(=O)(OCC)C(Cc1ccccc1)NC(C)=O (configuration not stated)	2	-9	-7	-1	nt	-1	7	5
O=C(N/N=C/C1C(=O)NC(=S)N(c2ccccc2)C1=O)c1cc(Br)c(O)c(Br)c1 (configuration not stated)	1	-60	0	65*	nt	24	nt	nt
COc1ccc2nc3c(C)n(C)ccc-3c2c1	1	23	nt	7	0.0	-13	nt	nt
Cc1ccc(NC(=O)c2ncn(CCCNCCN3CCOCC3)n2)cc1C	1	-4	1	-6	-0.1	-13	-3	-7
c1ccc(CN2CCN(Cc3ccc4ccccc4c3)CC2)cc1	0	-3	2	2	nt	0	-1	3
CCC(CO)NC(=O)C1C=C2c3cccc4[nH]cc(c34)CC2N(C)C1 (configuration not stated)	0	-19	-6	11	0.0	48*	-2	39
O=C1NC(=S)N(c2ccccc2)C(=O)/C1=C/c1ccco1	8	-171	-9	4	nt	95*	3	-12
COc1ccccc1NP1(=O)OCC(C)([N+](=O)[O-])CO1 (configuration not stated)	-4	-6	nt	-5	0.5	1	nt	nt
CCCN1[C@@H]2Cn3c(ccc(-c4ccc(F)cc4)c3=O)[C@H]1[C@@H](C(=O)OC)[C@@H]2CO	-12	53*	4	-8	-0.2	0	-1	4
ClC1C(Cl)C(Cl)C(Cl)C(Cl)C1Cl (configuration not stated)	3&1	-5&-8	2&-4	1&-3	-0.2&0.2	-1&-8	-3&-5	-1&0
COc1cc2c(cc1OC)CN(c1ccc([N+](=O)[O-])c(C(F)(F)F)c1)CC2	7	-3	nt	-5	-0.1	-1	nt	nt
Cc1ccc([N+](=O)[O-])cc1	1	-9	-2	nt	nt	0	-1	-5
COC(=O)N(c1ccccc1)P(=O)(Oc1ccccc1)Oc1ccccc1	-1	-2	-3	7	nt	-2	-3	-14
O=C(/C=C/c1ccccc1)NC(=S)N1C[C@H]2C[C@H](C1)c1cccc(=O)n1C2	1	-3	-2	-4	nt	3	-3	8

A draw from above in order of formula weight, smallest number first:
SMILES	ERp5 block	RAD52 anneal inh	esBAF inh	ARNT TACC3 PPI	E-sel inducer	Casp6 inh	PglD DTNB	RAD54 inh
CCOP(=O)(OCC)C(Cc1ccccc1)NC(C)=O (configuration not stated)	2	-9	-7	-1	nt	-1	7	5
COc1ccccc1NP1(=O)OCC(C)([N+](=O)[O-])CO1 (configuration not stated)	-4	-6	nt	-5	0.5	1	nt	nt
COc1cc2c(cc1OC)CN(c1ccc([N+](=O)[O-])c(C(F)(F)F)c1)CC2	7	-3	nt	-5	-0.1	-1	nt	nt

Entries above that contain nitrogen in an aromatic ring (7):
SMILES	ERp5 block	RAD52 anneal inh	esBAF inh	ARNT TACC3 PPI	E-sel inducer	Casp6 inh	PglD DTNB	RAD54 inh
COc1ccccc1N1C(=O)NC(=O)C(CCc2ccncc2)(CCc2ccncc2)C1=O	-10	-14	-2	-14	nt	-1	1	-3
O=c1[nH]c(=S)n(C2CCCCC2)c(O)c1/C=N/N1CCOCC1	1	-21	-8	10	15	-1	nt	nt
COc1ccc2nc3c(C)n(C)ccc-3c2c1	1	23	nt	7	0.0	-13	nt	nt
Cc1ccc(NC(=O)c2ncn(CCCNCCN3CCOCC3)n2)cc1C	1	-4	1	-6	-0.1	-13	-3	-7
CCC(CO)NC(=O)C1C=C2c3cccc4[nH]cc(c34)CC2N(C)C1 (configuration not stated)	0	-19	-6	11	0.0	48*	-2	39
CCCN1[C@@H]2Cn3c(ccc(-c4ccc(F)cc4)c3=O)[C@H]1[C@@H](C(=O)OC)[C@@H]2CO	-12	53*	4	-8	-0.2	0	-1	4
O=C(/C=C/c1ccccc1)NC(=S)N1C[C@H]2C[C@H](C1)c1cccc(=O)n1C2	1	-3	-2	-4	nt	3	-3	8
